NPY-Y2 PAM-ag = human NPY-Y2 potentiation or agonism, primary screen; cells expressing NPY-Y2, potentiator/agonist read-out; activation, % at 3.6 µM; hit rate 0.45% among 220,000; AID 1359; in the data active = activation above about 27%;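 note: cells stimulated with NPY near EC25 plus isoproterenol at EC100; 0% = vehicle plus submaximal agonist and 100% = vehicle plus saturating agonist; some results beyond the cut were filed as inactive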
eIF4E-4G inh = blocks eIF4E binding to eIF4G | hit rate 0.37% among 220,000 | AID 782 | TR-FRET eIF4E-eIF4GI(517-606) binding, 2 h | P63073+Q04637 | inhibition, % at 21.7 µM;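 active = inhibition above about 30%, limit read from the data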;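 note: 0% = full FRET control wells and 100% = background wells lacking eIF4GI fragment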
S1P4 ag = agonists of human S1P4 receptor | O95977 | S1P4-expressing cell line, agonist reporter assay | activation, % at 4.98 µM | hit rate 0.35% among 220,000; in the data active = activation above about 11%;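 note: 0% = DMSO vehicle and 100% = reference agonist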
Target sequence (O95977 whole entry, looked up): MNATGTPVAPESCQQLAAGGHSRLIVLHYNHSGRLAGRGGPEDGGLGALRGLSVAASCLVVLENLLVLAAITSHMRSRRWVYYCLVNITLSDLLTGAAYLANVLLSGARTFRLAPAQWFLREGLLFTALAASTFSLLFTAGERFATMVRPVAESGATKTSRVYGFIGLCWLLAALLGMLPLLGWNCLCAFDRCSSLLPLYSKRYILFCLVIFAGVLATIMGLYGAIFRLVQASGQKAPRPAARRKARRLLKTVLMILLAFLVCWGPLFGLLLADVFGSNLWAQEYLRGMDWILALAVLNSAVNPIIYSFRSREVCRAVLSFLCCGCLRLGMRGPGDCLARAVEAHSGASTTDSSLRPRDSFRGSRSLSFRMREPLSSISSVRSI
S1P4 antagonist = blocks the human S1P4 receptor | O95977 | S1P4-expressing cells, antagonist mode, reporter read-out | inhibition, % at 4.98 µM | hit rate 0.26% among 220,000 | AID 1510; in the data active = inhibition above about 29%;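 note: 0% = wells stimulated with agonist and 100% = vehicle wells without agonist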
Ba/F3 V617F tox = lowers viability of Ba/F3 cells expressing EpoR and JAK2V617F; ATP luminescence; inhibition, % at 5.6 µM; hit rate 1.1% among 220,000; AID 1446;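 active = inhibition above the campaign mean plus 3 SD over all tested compounds, cut at about 24% in these data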;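 note: cytokine-independent growth of Ba/F3 cells driven by EpoR plus mutant JAK2; 0% = DMSO-treated cells and 100% = JAK inhibitor I control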
Wee1 stabilizer = inhibitors of human Wee1 degradation; HeLa Luc-Wee1K328M stability, luciferase luminescence; 100% = proteasome inhibitor MG132 effect; reporter increase, % at 5 µM; hit rate 1.2% among 220,000; AID 1321; P30291;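 active = activation above the mean of all tested compounds plus 3 SD, set per screening run, cut at about 8.8% in these data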;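 note: cells exposed to compound for 20 h before luminescence read; 0% = DMSO alone and 100% = MG132 at 30 µM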
Target sequence (P30291 whole entry K328M): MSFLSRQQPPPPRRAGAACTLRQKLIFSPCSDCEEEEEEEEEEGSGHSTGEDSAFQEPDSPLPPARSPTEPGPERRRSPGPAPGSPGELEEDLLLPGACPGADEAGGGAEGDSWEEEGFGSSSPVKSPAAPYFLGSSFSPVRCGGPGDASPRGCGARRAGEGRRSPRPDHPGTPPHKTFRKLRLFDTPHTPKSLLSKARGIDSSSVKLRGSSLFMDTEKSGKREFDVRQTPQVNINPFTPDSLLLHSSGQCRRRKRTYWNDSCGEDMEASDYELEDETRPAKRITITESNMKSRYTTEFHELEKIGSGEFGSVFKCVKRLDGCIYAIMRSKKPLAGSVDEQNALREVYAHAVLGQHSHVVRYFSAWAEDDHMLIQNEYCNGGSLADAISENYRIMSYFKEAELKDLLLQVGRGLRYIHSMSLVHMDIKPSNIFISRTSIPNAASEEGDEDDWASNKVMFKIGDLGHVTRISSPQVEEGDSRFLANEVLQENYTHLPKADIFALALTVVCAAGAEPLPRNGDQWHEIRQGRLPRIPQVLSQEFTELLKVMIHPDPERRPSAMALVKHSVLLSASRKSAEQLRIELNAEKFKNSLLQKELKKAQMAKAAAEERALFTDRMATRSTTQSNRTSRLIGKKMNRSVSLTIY
BaF3 parental = parental Ba/F3 viability inhibition as JAK2V617F counter-screen; CellTiter-Glo ATP luminescence; inhibition, % at 5.6 µM; hit rate 1.1% among 220,000;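 active = inhibition above a per-campaign cutoff, the mean inhibition of all tested compounds plus 3 SD, cut at about 27% in these data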;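 note: 0% = DMSO wells and 100% = JAK Inhibitor I control wells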
PERK inh = inhibitors of human PERK kinase; Q9NZJ5; CHO PERK-DD fusion, SEAP luminescence translation reporter; inhibition, % at 5.6 µM; hit rate 0.17% among 220,000;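 active = inhibition above the mean inhibition of all tested compounds plus 3 SD, set separately per screening campaign, cut at about 2.9% in these data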;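 note: PERK kinase domain activated by AP20187 dimerizer at 100 nM; 0% = DMSO with dimerizer and 100% = rapamycin at 8.4 µM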
Mdm2 ligase inh = Mdm2 E3 ligase (human) inhibition. cell-based MDM2 ubiquitination luciferase reporter, 2 h; 0 = plate control, 100 = twice control, blank-subtracted. signal enhancement, % at 5 µM. hit rate 0.11% among 210,000. AID 1230;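 active = signal enhancement of 30% or more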;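 note: luminescence tracks abundance of the self-degrading MDM2-luciferase fusion protein; higher signal means inhibition of MDM2 E3 ligase activity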
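test system = mammalian cells stably expressing self-ubiquitinating, self-degrading MDM2 E3–luciferase fusion | quantity = 2000 cells/well | incubation = cell settling 4 h, compound treatment 2 h, both 37 °C | signal = luminescence with SteadyLite reagent, 15 min at room temperature | evaluation = % enhancement relative to plate controls after blank subtraction | benchmarks = plate controls and plate blanks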
The depositor's hits bear a star; . = no result given; [ ] = dose if it differs, or a comment.

SMILES | NPY-Y2 PAM-ag | eIF4E-4G inh | S1P4 ag | S1P4 antagonist | Ba/F3 V617F tox | Wee1 stabilizer | BaF3 parental | PERK inh | Mdm2 ligase inh
CC1CC(C)(C)NCc2ccccc21 (stereo not drawn) | 26 | 0 | 2.1 | -3 | -3 | 0 | -1 | 1.1 | -10
COc1ccc(N2CCN(C(=O)CCCCCn3c(=O)[nH]c4ccsc4c3=O)CC2)cc1 | 2 | 0 | 0.0 | -3 | -1 | 2 | 5 | 0.7 | -13
C=CCn1c(=S)[nH]c2nc3c(cc2c1=O)COC(C)(C)C3 | -4 | -1 | 0.2 | -2 | 0 | -2 | 5 | 0.7 | -2
O=C(CN1CCOCC1)Nc1c2c(nc3c1CCC3)CCC2 | -10 | -2 | -0.7 | 4 | 0 | 1 | 2 | 0.6 | -14
CC(=O)Nc1ccc(NC(=O)C2CCCN(c3ncccn3)C2)cc1 (stereo not drawn) | -10 | 2 | 1.1 | -2 | 0 | -2 | 4 | 0.2 | .
CCOc1ccc(C2NC(=O)c3sc(=S)n(-c4ccccc4)c3N2)cc1 (stereo not drawn) | -9 | -1 | -0.3 | -14 | 3 | 0 | 6 | 0.5 | 10
C[C@H]1C=C(C(=O)N2CCOCC2)O[C@@H](OCc2ccc(CO)cc2)C1 | -19 | 2 | -0.1 | -17 | -1 | -1 | -2 | 1.4 | .
COc1ccc(NC(=O)Cn2nc(Cc3cccnc3)c3ccccc3c2=O)c(OC)c1 | 3 | 1 | -1.0 | -8 | -6 | -3 | -2 | -0.1 | .
Cc1ccc2c3c(c(SCC(=O)Nc4nccs4)nc2c1)CCCC3 | -2 | -1 | -1.1 | -1 | -3 | 2 | 1 | 0.8 | -18
Cc1ccc(NC(=O)c2cc(S(=O)(=O)N3CCOCC3)ccc2F)c(C)c1 | 1 | 3[fluorescence artefact?] | 0.9 | -12 | -3 | -2 | 3 | -0.4 | 6
CN(C)/C=N/NC(=O)c1ccccc1Cl | 10 | 0 | -1.1 | -1 | 0 | -2 | 5 | 2.7 | -17
Cc1nc(Cl)c(S(N)(=O)=O)c(C)c1Cl | 10 | -2 | 2.2 | -25 | -2 | -1 | 2 | 0.6 | -4
CN(CC(=O)NCc1ccncc1)S(=O)(=O)c1ccccc1 | -13 | 18 | 2.0 | 8 | 0 | 3 | 6 | -0.2 | -13
Cc1n[nH]c(C)c1Cc1c(F)cccc1Cl | -19 | -1 | 1.9 | -10 | -2 | 0 | -3 | 0.8 | -13
COCCCn1c(SCC(=O)Nc2nnc(C)s2)nnc1-c1ccoc1C | 8 | 7 | -0.5 | -12 | -4 | -2 | 5 | 0.9 | -9
O=C(c1ccc(NC(=S)NCc2ccco2)cc1)N1CCOCC1 | 2 | 1 | 1.9 | -13 | -1 | 1 | 5 | 0.7 | -1
O=C(N/N=C/c1cc([N+](=O)[O-])cc([N+](=O)[O-])c1O)/C(=C\c1cccs1)NC(=O)c1ccccc1 | 6 | 6[fluorescence artefact?] | 0.5 | -8 | 0 | 2 | 4 | 0.2 | .
O=C(OCc1nnc(-c2ccccc2)o1)c1cc([N+](=O)[O-])ccc1Cl | 0 | 1 | -0.2 | -11 | 1 | -1 | 0 | 0.6 | 1
NC(=O)COC(=O)/C=C/c1cccc(Br)c1 | -12 | 1 | 0.6 | -15 | -1 | 0 | 2 | -0.6 | -11
CCOC(=O)c1ccccc1N1C(=O)C2Sc3[nH]c(=O)sc3C(/C=C/c3ccccc3)C2C1=O (stereo not drawn) | 0 | 0[fluorescence artefact?] | 0.9 | -11 | -3 | -1 | 3 | 0.2 | -8
CCOc1ccc(NCCC(=O)c2ccc3c(c2)OCO3)cc1 | -3 | -12 | -3.7 | -11 | 0 | 2 | 7 | 1.1 | -7
Cc1ccc(N=c2sc(C)c(C)n2C)cc1 | -13 | 1 | -0.1 | 4 | -2 | 2 | 0 | 0.7 | -1
COc1ccc(CCNC(=O)CCCCCN2C(=O)c3ccccc3C2=O)cc1OC | 2 | -8[fluorescence artefact?] | 0.8 | -16 | 1 | -1 | 4 | -0.5 | 7
O=C(NCCCN1CCOCC1)NC12CC3CC(CC(C3)C1)C2 | -3 | 3[fluorescence artefact?] | 1.6 | -15 | -2 | 0 | 0 | 0.3 | -19

Three compounds from above, showing only Mdm2 ligase inh.
| smiles | Mdm2 ligase inh |
| --- | --- |
| CN(CC(=O)NCc1ccncc1)S(=O)(=O)c1ccccc1 | -13 |
| COCCCn1c(SCC(=O)Nc2nnc(C)s2)nnc1-c1ccoc1C | -9 |
| COc1ccc(CCNC(=O)CCCCCN2C(=O)c3ccccc3C2=O)cc1OC | 7 |

Carrying on:
SMILES | NPY-Y2 PAM-ag | eIF4E-4G inh | S1P4 ag | S1P4 antagonist | Ba/F3 V617F tox | Wee1 stabilizer | BaF3 parental | PERK inh | Mdm2 ligase inh
COC(=O)c1c(NC(=O)COC(=O)c2ccc(O)cc2)sc2c1CCCCC2 | -2 | -14[fluorescence artefact?] | 2.4 | -16 | -1 | 2 | 2 | 0.4 | -15
O=c1[nH]c2ccccc2cc1CN(c1ccccc1)S(=O)(=O)c1ccccc1 | 5 | 2 | -0.7 | 0 | -2 | 1 | 5 | 0.6 | -8
CC(C)N(Cc1ccccc1)C(=O)CCc1ccccc1 | 11 | 0 | 0.1 | 7 | -3 | -4 | 4 | 1.0 | -5
CNC(=O)COC(=O)c1nc(-n2nc(C)cc2C)ccc1Cl | 5 | 6 | -2.0 | 7 | -5 | 3 | -1 | 2.2 | -14
O=C(CNS(=O)(=O)c1c(Cl)cccc1Cl)OCC(=O)c1ccc[nH]1 | 0 | 17 | 0.6 | -4 | 0 | 2 | -6 | 1.1 | -2
CN(CCC#N)S(=O)(=O)c1ccc2c(c1)c(=O)n(C)c(=O)n2C | 1 | -1 | -2.1 | -6 | 2 | 3 | 8 | 1.3 | -11
COc1cc(/C=C(\C#N)C(=O)NCC2CCCO2)ccc1OC(C)C (stereo not drawn) | 6 | -2 | -1.2 | -3 | -6 | -4 | -1 | -0.1 | 0
COc1cc([N+](=O)[O-])ccc1NC(=O)CCCOc1ccccc1 | -28 | 15 | -1.8 | -3 | -5 | 3 | -1 | 1.2 | -16
CC(C)CC1C(C#N)=C(N)SC(N)=C1C#N | 3 | 0 | 1.0 | -10 | 1 | 3 | 2 | 0.0 | -21
O=C(Cc1ccc(-n2c(=S)[nH]c3ccccc3c2=O)cc1)N1CCC(N2CCCCC2)CC1 | -8 | -9 | -2.8 | -34 | -5 | -1 | 0 | 0.1 | -7
O=C(CSc1nc2ccccc2o1)NCCOc1ccccc1 | -25 | 1 | 0.0 | 7 | 2 | 4 | 3 | -1.5 | -14
COc1ccc(/C=N/N2C(=O)C3C4C=CC(CC4)C3C2=O)c(OC)c1 (stereo not drawn) | 7 | 13 | 0.9 | -19 | -4 | 0 | 4 | -0.3 | 1
COC(=O)NNC(=O)COc1cc(C)ccc1C | -5 | 11 | -0.3 | -11 | -4 | 1 | 1 | 0.2 | 4
O=C(Cc1ccccc1)c1c[nH]c(C(=O)NCc2ccncc2)c1 | -15 | 1 | 2.0 | -1 | 3 | -2 | 15 | 0.4 | -2
COC(=O)c1c(C)[nH]c(C(C)=O)c1C | 10 | -6 | 0.8 | -12 | -2 | -3 | 1 | 3.0* | -19
COc1ccc(C(=O)c2coc3ccc(O)c(CN4CCOCC4)c23)cc1 | -7 | 0 | -1.2 | -12 | -2 | 0 | 3 | -0.4 | -10
COc1ccc(NC(=S)N(CCN2CCOCC2)Cc2cc3cc4c(cc3[nH]c2=O)OCCO4)cc1 | -10 | -1 | 0.1 | 5 | 5 | 2 | 4 | 0.5 | -3
CCOP(=O)(OCC)C(Nc1cccc([N+](=O)[O-])c1)c1ccc(N(C)C)cc1 (stereo not drawn) | 2 | 0 | -0.7 | 4 | -4 | -2 | -1 | -1.4 | -8
O=C(c1ccc2c(c1)OCO2)N1CCc2ccccc2C1 | 9 | -3 | 0.1 | 0 | -1 | 0 | 1 | 0.5 | 7
O=C1c2ccc3c4c(ccc(c24)C(=O)N1CCCCO)C(=O)N(CCCCO)C3=O | -2 | 7 | 1.1 | -18 | 32* | -4 | 13 | 0.9 | 7
Cc1ccc(NC(=O)CSc2ncc3ccccn23)cc1 | 5 | 2 | 2.0 | -16 | -1 | 4 | 2 | 0.8 | -8
CCCCCCOc1ccc(C(=O)NCCCn2ccnc2)cc1 | -13 | -1 | 0.0 | -7 | 2 | 1 | 6 | 0.0 | 2
O=c1oc(-c2ccccc2NS(=O)(=O)c2ccc(Cl)cc2)nc2ccccc12 | 2 | 4 | -1.2 | 8 | -5 | 5 | 2 | 0.5 | -17
COc1ccccc1NC(=O)C1CC(=O)OC1c1ccccc1 (stereo not drawn) | -2 | -1 | -0.6 | -28 | -2 | -2 | 1 | 0.0 | -14
CN(CC(=O)NCCc1ccc(Cl)cc1)S(=O)(=O)c1ccc2c(c1)c(=O)n(C)c(=O)n2C | -5 | -1 | 0.9 | -13 | -1 | 2 | 1 | -0.7 | -11
CCCCCCOC(=O)Sc1nc2ccccc2o1 | -4 | 5 | 1.3 | 6 | 6 | 0 | 17 | 1.4 | -21
CCOC(=O)N1CCC(NC(=O)C2CCN(S(=O)(=O)N3CCC(C)CC3)CC2)CC1 | -12 | -1 | 0.5 | 6 | 0 | -1 | 9 | -0.2 | -1
Cc1ccc(OCC(=O)NNC(=O)c2cccnc2)cc1C | -5 | 1 | -0.1 | -13 | 2 | -4 | 5 | 0.8 | -10
CCc1nccn1S(=O)(=O)c1ccc(C)c(C)c1 | 5 | -9 | -3.3 | -22 | -3 | -2 | -1 | 1.2 | -20
CCOc1ccc(Cc2nc(-c3nonc3N)no2)cc1OCC | -3 | -8[fluorescence artefact?] | -0.2 | -2 | 4 | -2 | 11 | -0.1 | 3
COc1ccc(OCC(=O)Nc2ccc3nc(C)sc3c2)cc1 | -7 | -1 | 0.4 | -15 | -2 | -1 | 6 | 0.8 | 3

Whole records from above:
Results for COc1ccc(/C=N/N2C(=O)C3C4C=CC(CC4)C3C2=O)c(OC)c1 (stereo not drawn) → NPY-Y2 PAM-ag: 7; eIF4E-4G inh: 13; S1P4 ag: 0.9; S1P4 antagonist: -19; Ba/F3 V617F tox: -4; Wee1 stabilizer: 0; BaF3 parental: 4; PERK inh: -0.3; Mdm2 ligase inh: 1
Results for O=C(c1ccc(NC(=S)NCc2ccco2)cc1)N1CCOCC1 → NPY-Y2 PAM-ag: 2; eIF4E-4G inh: 1; S1P4 ag: 1.9; S1P4 antagonist: -13; Ba/F3 V617F tox: -1; Wee1 stabilizer: 1; BaF3 parental: 5; PERK inh: 0.7; Mdm2 ligase inh: -1
Results for COc1cc(/C=C(\C#N)C(=O)NCC2CCCO2)ccc1OC(C)C (stereo not drawn) → NPY-Y2 PAM-ag: 6; eIF4E-4G inh: -2; S1P4 ag: -1.2; S1P4 antagonist: -3; Ba/F3 V617F tox: -6; Wee1 stabilizer: -4; BaF3 parental: -1; PERK inh: -0.1; Mdm2 ligase inh: 0
